Source: PubChem BioAssay (several laboratories)
SKKanGAS inh: blocks kanamycin growth of S. pyogenes SKKanGAS strain | BacTiter-Glo, 6 h | inhibition, % at 7.5 µM | actives 1.3% (n = 300,000) | AID 1662;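 active = mean replicate score, as percent of positive control median, at least 50; inconclusive = mean below 50 but one replicate at or above 50; inactive = mean and every replicate below 50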;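 also: strain carries kanamycin resistance gene driven by streptokinase promoter and grows in 40 µg/ml kanamycin; loss of luminescence reflects streptokinase promoter inhibition or plain growth inhibition; 0% = median of DMSO wells and 100% = positive control at its reference dose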
Platelet DG rel: modulates dense granule release in human platelets; human platelet-rich plasma, SFLLRN dense granule ATP release, luminescence; inhibition, %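 (compounds screened at 7.5 µM in platelet-rich plasma)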; actives 0.22% (n = 300,000);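 active = mean replicate score, as percent of positive control, at or above 50; inconclusive = mean below 50 but at least one replicate at or above 50; inactive = mean and every replicate below 50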
KLF5 inh: suppresses KLF5 promoter-driven expression; inhibition, % at 5 µM; AID 1700; DLD-1 KLF5 promoter-luciferase reporter, luminescence; actives 0.23% (n = 290,000);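 active = inhibition above a per-plate limit of that plate's mean compound inhibition plus 3 SD, cut at about 60% in these data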;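 also: 0% = DMSO wells and 100% = LY294002 at 200 µM; higher means less KLF5 promoter-driven luciferase light; inactives centre near -14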
HIF activator: HIF pathway transcriptional activation | U2OS HRE-luciferase reporter, luminescence; normalized: DMSO 0%, desferrioxamine 100% | activation, % at 7.5 µM (by protocol) | actives 0.32% (n = 300,000) | AID 1910;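 active = mean activation of at least 10% of the iron chelator positive control signal, with at least half of replicates also reaching 10%; inconclusive = mean and replicate majority disagree about reaching 10%; inactive = mean and most replicates under 10%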
aSyn 5UTR inh: MLPCN primary screen, SNCA 5' untranslated region | alpha-synuclein 5'UTR reporter, inhibitor activity | inhibition, % (tested at 7.5 µM) | actives 0.82% (n = 300,000); in the data active = inhibition above about 60%; inconclusive = no clear call, values can overlap the other calls;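 also: H4 neuroglioblastoma cells stably carrying SNCA 5'UTR luciferase fusion; 0% = DMSO wells and 100% = positive control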
HSP90 refold inh: HSP90 refolding inhibition in rabbit reticulocyte lysate. actives 0.91% (n = 290,000). inhibition, % at 5.6 µM. luciferase refolding luminescence, 3 h. AID 1789;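 active = inhibition above the screen-wide mean plus 3 SD, computed separately per campaign, cut at about 16% in these data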;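 also: 0% = DMSO wells and 100% = 60 µM geldanamycin wells; inhibitors lower the luminescence because luciferase stays unfolded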
IEC-6 tox: IEC-6 cytotoxicity, counter-screen for KLF5 inhibitors | inhibition, % at 5 µM | luminescence viability | AID 1825 | actives 0.78% (n = 290,000); in the data active = inhibition above about 22%;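 also: 0% = plate median of test compound wells and 100% = cytotoxic reference compound wells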
HSF1 inh: HSF1 inhibition; NIH3T3-HGL HSE-luciferase, MG132-induced, luminescence 8 h; active compounds read low; activity change, negative = inhibition, % at 7.5 µM (by protocol); actives 0.77% (n = 300,000);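 active = more than half of replicate wells show activity change below -50%, luminescence cut by over half; inconclusive = some wells, but at most half, below -50%; inactive = no replicate well below -50%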;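 also: luciferase reports HSF-1 transcriptional activity via heat shock element; 0% = median of DMSO wells and -100% = zero luminescence signal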
AI-2 QS modul: Vibrio harveyi AI-2 quorum sensing modulation | Vibrio harveyi JMH597 AI-2 luminescence/OD600 ratio, 9 h; active compounds read low; strain lacks LuxN and CqsS sensors; 0 = neutral-control median | activity change, % at 7.5 µM | actives 0.4% (n = 300,000) | AID 2094; in the data active = activity change below about -75%, passing the limit was not always enough; inconclusive = no clear call, values can overlap the other calls;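 also: luminescence divided by OD600 gain over 9 h not by final OD600 alone; inactives centre near 13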
HSF-1 act: increases HSF-1 driven luciferase reporter signal. NIH3T3-HGL HSF-1 luciferase reporter, MG132, 8 h; 100% = twice DMSO control signal. activation, % at 9 µM. actives 1.7% (n = 300,000). AID 504408;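 active = mean replicate activation of at least 50% with a set share of replicates each reaching 50%; inconclusive = only one of those two conditions met; inactive = mean below 50% and too few replicates reaching it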;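 also: 0% = median of the neutral control wells and 100% = twice that signal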
* = called active by the depositor; ? = inconclusive; . = not tested or not shown.

SMILES	SKKanGAS inh	Platelet DG rel	KLF5 inh	HIF activator	aSyn 5UTR inh	HSP90 refold inh	IEC-6 tox	HSF1 inh	AI-2 QS modul	HSF-1 act
CCN(CC(=O)Nc1cc(Cl)ccc1C)C(=O)COc1ccccc1F	3	1	-14	0.3	3	-2	0	3	14	3
COc1ccc(N2CCN(S(=O)(=O)c3ccc(OC)c(C(=O)N4CCOCC4)c3)CC2)cc1	-1	-15	-14	-0.8	-5	4	4	5	3	43
O=C(O)CC(NC(=O)C(c1ccccc1)c1ccccc1)c1ccco1 (configuration not stated)	2	?	-18	-0.3	-19	2	0	1	11	-2
O=C(CSc1n[nH]c(-c2cccnc2)n1)Nc1ccccc1C(F)(F)F	-6	-7	-7	0.6	8	-2	-6	3	.	19
Cc1c(C(=O)CN2CCCC(C)(C)C2)c2ccccc2n1C	-4	1	-18	1.9	-9	1	-1	-3	9	21
Cc1ccc(NC(=O)c2ccccc2F)cc1S(=O)(=O)N1CCCCCC1	5	-1	-14	-0.5	-3	-3	2	4	1	18
CCOC(=O)C1=C(N)Oc2c(oc(CO)cc2=O)C1c1ccc(Cl)cc1 (configuration not stated)	-1	.	10	.	.	2	4	.	22	.
Cc1nn(-c2ccc(F)cc2)c2nc(N)c(C#N)c(-c3ccc(O)c(O)c3)c12	39	1	-22	-2.9	23	4	8	-6	66	-15
CCCCCOC(=O)c1[nH]c2c(c1C)C(=O)CC(c1ccco1)C2 (configuration not stated)	0	1	79*	2.4	54	8	94*	1	24	-13
COc1ccc(S(=O)(=O)NCc2ccco2)c2ccccc12	-7	2	-6	-0.1	-42	-1	1	4	0	-6
Cc1ccccc1C(=O)Nc1cc(-c2cc(C(C)(C)C)oc2C)nn1C	4	1	-3	-0.6	12	0	-6	3	21	6
Cc1cccc(C)c1NC(=O)CN(C)C(=O)c1ccccc1Cc1ccccc1	-13	4	.	0.2	-7	.	.	3	12	11
CCc1ccc(N2CC(C(=O)OCC(=O)Nc3cc(C)on3)CC2=O)cc1 (configuration not stated)	-1	2	-9	-0.2	-17	-1	2	-3	16	-2
Cn1c(CSCc2ccc(Cl)cc2)nnc1SCC(=O)Nc1nc2ccccc2s1	7	-3	-25	-0.2	-16	1	1	-2	12	2
COc1cc2[nH]c3c(N4CCN(c5ccc(Cl)cc5)CC4)ncnc3c2cc1OC	26	2	-32	0.6	-9	-7	-5	-9	24	-18
O=c1oc2c(-c3ccc([N+](=O)[O-])cc3)cc(O)cc2s1	-6	0	0	0.3	-43	6	5	-6	-1	13
CCC(=O)Nc1nc(-c2ccc3c(c2)CC(C)N3S(C)(=O)=O)cs1 (configuration not stated)	-9	-1	-86	1.9	-70	1	8	9	11	7
COc1cc(C)nc(NS(=O)(=O)c2ccc(C)cc2)n1	4	3	-26	-0.6	8	3	1	1	28	-2
Cc1nn(-c2ccccc2)c(C)c1NC(=O)c1ccc(S(=O)(=O)N2CCCC2)cc1	1	7	-10	0.0	-15	-1	-10	3	34	3
CC(CCc1ccccc1)NC(=O)COC(=O)c1ccc(NC(=O)CC#N)cc1 (configuration not stated)	13	1	-13	0.0	1	9	1	-1	-4	-7
c1ccc2c(c1)C(=Nn1cnnc1)c1ccccc1-2	-13	-6	-1	-0.6	21	1	-2	-3	3	-5
Cc1sc(CO)c(Sc2ccccc2)c1C(=O)O	-5	-7	-10	-0.1	5	3	0	.	-3	.
O=C(CCCO)NC1Cc2ccccc2C1	2	12	3	-0.2	16	3	6	-9	-1	-2
NC(=O)c1cccc2cc3ccccc3cc12	-2	1	-2	1.0	4	-2	0	5	0	0
CCN(CC)S(=O)(=O)c1ccc2nc(SC)sc2c1	2	-2	-1	-0.6	-10	-1	3	0	20	-7
CCn1cc(C(=O)OCC(=O)Nc2cccc(C)c2)c(=O)c2ccc(C)nc21	-8	.	-5	0.2	18	2	4	-4	10	8
C=CCn1c(-c2ccc(Cl)cc2)cnc1SC(C)C(=O)NC(N)=O (configuration not stated)	4	1	-11	-0.3	11	-2	-12	-4	-21	10
CCCC(=O)Nc1ccc(NC(=O)c2ccccc2OC)cn1	6	7	-43	1.2	-48	0	-2	1	24	-7
COc1ccc(C)cc1NC(=O)Cn1cnnn1	10	6	5	-0.5	12	2	0	3	14	33
COC(=O)C1=C(C)NC(c2c(O)ccc3ccccc23)C(C(=O)OC)=C1C (configuration not stated)	1	1	-7	-11	-45	-3	-1	?	9	-45
CC1C(=O)C(C)C(c2ccc(Br)cc2)NC1c1ccc(Br)cc1 (configuration not stated)	13	-20	-16	-21	31	1	0	1	12	0
COC(=O)c1ccccc1NC(=O)Cn1nnc(-c2ccc3c(c2)OCO3)n1	-4	2	15	-0.4	-14	1	-2	-2	24	4
O=C(O)c1cc(-c2ccc3c(c2)OCO3)nc2ccc(Cl)cc12	10	-3	10	0.1	22	4	9	-3	-6	5
CCCn1c(N)c(Sc2ccccc2)c(=O)n(CCC)c1=O	3	1	-42	0.2	-13	0	-2	-10	19	-8
CCOC(=O)N1CCN(C(=O)CS(=O)(=O)Cc2nc(-c3cccc(OC)c3)oc2C)CC1	-6	-2	-13	0.0	18	0	-2	6	5	-22
O=C(Nc1cc(S(=O)(=O)Nc2ccc(Cl)cc2)ccc1N1CCCCC1)c1ccc(F)cc1	55*	-1	-10	-0.7	-3	2	3	9	20	16
CC1=C(C(=O)Nc2cccnc2)C(c2ccc3c(c2)OCO3)C2=C(CCCC2=O)N1 (configuration not stated)	-1	-1	-13	-12	-5	3	-2	1	7	17
O=C(Nc1ccc(C(=O)N2CCCC2)cc1)c1ccc2c(c1)OCO2	3	16	-55	1.1	-69	1	7	-1	7	12
CN1C(=O)CC(N2CCN(c3ccccn3)CC2)C1=O (configuration not stated)	-19	-11	-10	-0.4	8	0	1	-1	5	9
CCc1cc(=O)oc2cc(C)cc(OC(C)C(=O)NCc3cccnc3)c12 (configuration not stated)	-7	-5	-18	-0.5	2	-3	1	-1	29	3

A portion of the results above, for reference:
SMILES	SKKanGAS inh	Platelet DG rel	KLF5 inh	HIF activator	aSyn 5UTR inh	HSP90 refold inh	IEC-6 tox	HSF1 inh	AI-2 QS modul	HSF-1 act
O=C(Nc1ccc(C(=O)N2CCCC2)cc1)c1ccc2c(c1)OCO2	3	16	-55	1.1	-69	1	7	-1	7	12
CN1C(=O)CC(N2CCN(c3ccccn3)CC2)C1=O (configuration not stated)	-19	-11	-10	-0.4	8	0	1	-1	5	9
CCc1cc(=O)oc2cc(C)cc(OC(C)C(=O)NCc3cccnc3)c12 (configuration not stated)	-7	-5	-18	-0.5	2	-3	1	-1	29	3

Next records follow.
SMILES	SKKanGAS inh	Platelet DG rel	KLF5 inh	HIF activator	aSyn 5UTR inh	HSP90 refold inh	IEC-6 tox	HSF1 inh	AI-2 QS modul	HSF-1 act
Cn1c(CNC(=O)C(C)(C)C)nc2ccccc21	-25	3	2	0.7	3	1	-4	-4	26	7
CCOC(=O)N/N=C/c1cccnc1	-2	7	-6	0.4	2	-1	5	4	-1	-16
Cc1ccc(CNC(=O)c2cn(C)c3ccc(S(=O)(=O)N4CCOCC4)cc3c2=O)cc1	9	-10	-23	-0.6	15	-3	-4	2	29	-1
COc1cc([N+](=O)[O-])ccc1NC(=O)COC(=O)c1n[nH]c2ccccc12	1	-2	9	0.0	-28	6	3	15	-59	13
O=C(Nc1ccccc1C(=O)O)c1ccc2ccccc2n1	0	-3	-61	1.2	-58	2	7	13	2	1
COc1ccc(C(=O)Nc2ccc(C(=O)N3CCOCC3)cc2)cc1OC	3	39	10	-0.3	-27	-1	-7	-4	15	-1
Cc1ccc(Cn2nc(C)c(NC(=O)CSc3n[nH]c(C)c3[N+](=O)[O-])c2C)cc1	3	-7	-37	-0.6	32	-3	1	5	22	20
COc1ccc(C(C(=O)NC2CCCC2)N(C(=O)c2ccoc2C)c2ccc(C)c(C)c2)cc1 (configuration not stated)	-16	0	7	-0.1	5	4	2	-10	15	-8
Cc1ccc(C[n+]2ccccc2)cc1	0	-1	.	1.3	16	.	.	-1	9	-2
O=C(Nc1c(-c2ccccc2)nc2ccccn12)c1ccccc1F	5	-4	-8	-1.3	-11	3	6	1	-4	30
O=C(NCc1ccccn1)c1n[nH]c(=O)c2ccccc12	6	-5	-8	0.4	7	1	10	-6	12	-6
CN(C)c1ccc(C2CC(=O)C=C(Nc3ccccc3N)C2)cc1 (configuration not stated)	-1	-7	-40	1.1	-25	2	2	7	-12	29
NC(=S)N/N=C/c1ccc(-c2ccc(SC(F)F)cc2)o1	-11	27	-33	0.4	-9	-2	-4	13	-45	20
Cn1cccc1C(=S)N1CCOCC1	2	5	-8	0.0	6	-3	8	1	14	-5
CCOC(=O)c1oc2ccccc2c1CSc1nnnn1-c1ccc(C)cc1	-3	7	-21	-0.3	30	-3	-4	8	1	11
CCc1nnc(NC(=O)c2cc(S(=O)(=O)N(CC)CC)ccc2Cl)s1	34	-4	11	0.1	-2	6	-3	-12	29	2
Cc1ccc(NC(=O)CC2C(=O)N(Cc3ccccc3)C(=S)N2NC(=O)c2cccc(F)c2)c(C)c1 (configuration not stated)	19	-2	-5	-0.3	10	0	4	6	30	13
Fc1ccc(-c2csc(-c3ccncc3)n2)cc1	-4	6	-39	0.5	-32	-1	4	13	18	18
CCCCOc1ccc(/C=C/C(=O)NC2=Nc3ccccc3NC(C)=C2C(=O)OCC)cc1OC	9	-1	-1	0.0	8	-3	4	10	16	16
CCC(C)Nc1nnnc2c1sc1nc3c(cc12)COC(C)(C)C3 (configuration not stated)	-3	-11	-55	0.1	-47	1	-1	3	24	11
COc1cc(-c2noc(-c3ccco3)n2)cc(OC)c1OC	-7	6	-21	2.8	-44	0	-4	6	5	2
COc1cc(S(=O)(=O)NC2CCCCC2)ccc1Cl	4	-13	-3	-0.1	-4	7	1	-1	24	8
Cc1c(CCC(=O)NCCCN2CCCC2=O)c(=O)oc2c(C)c(O)ccc12	3	6	-16	-0.3	-13	-4	0	-5	8	-6
Cc1ccc(OCC(=O)Nc2ccc(-c3nc4ncccc4o3)cc2)c(C)c1	0	6	-27	0.7	-102	2	1	0	19	9
Nc1c2c(nn1-c1ccccc1)CCC2	-8	2	-15	0.3	-19	-5	-10	-6	20	-4
CCC(SC1=NCCS1)C(=O)Nc1nnc(-c2ccccc2OC)s1 (configuration not stated)	24	1	-22	-0.1	-26	-1	-3	5	23	6
c1ccc(Nc2nc(CSc3ncn[nH]3)cs2)cc1	3	2	-73	5.0	-135	-5	-2	6	14	24
COc1ccc(C(=O)/C=C/Nc2ccccn2)c(OC)c1	6	12	-155	2.9	-160	4	1	35	27	74*
CC1=C(C(=O)OCC(C)C)C(c2cccc(F)c2)N2C(=O)C(C)SC2=N1 (configuration not stated)	9	3	-23	-0.6	-11	3	-3	-3	29	18
CCSc1nnc(NC(=O)c2cccc(S(=O)(=O)N(C)c3ccccc3)c2)s1	21	18	-21	-0.1	9	0	0	-2	17	-5
O=C(NC1CCSC1=O)C1CC(=O)N(c2ccc(F)cc2)C1 (configuration not stated)	1	1	2	0.3	8	0	-4	-4	0	-2
